Apaf-1 inh: blocks human Apaf-1 apoptosome activity; O14727; reconstituted apoptosome caspase-3 activity, DEVD-Rh110 fluorescence; inhibition, % at 20 µM; hit rate 0.71% among 330,000; active = inhibition of at least 40% at 20 µM;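 note: plate controls were DMSO wells for no effect and DEVD-CHO caspase inhibitor wells for full effect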
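detection = Rh110 fluorescence intensity | test system = biochemical Apaf-1 apoptosome reconstitution | also added = cytochrome c and DEVD-Rh110 substrate | schedule = 30 min plus 50 min, RT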
PfG6PD inh: PfG6PD (Plasmodium falciparum) enzyme inhibition; PfGluPho enzyme, NADPH resazurin-diaphorase fluorescence; inhibition, % at 20 µM; hit rate 0.78% among 350,000; AID 504690;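 active = inhibition reaching at least a set limit at 20 µM in the primary screen, cut at about 59% in these data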;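 note: 0% = DMSO wells with substrate and 100% = DMSO wells lacking glucose-6-phosphate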
HKDC1 inh: inhibitors of human hexokinase HKDC1 | hit rate 0.16% among 340,000 | Q2TB90 | recombinant HKDC1, G6PDH/diaphorase resazurin coupled fluorescence | inhibition, % at 20 µM;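 active = inhibition above about 35% when tested at 20 µM, limit read from the data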;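 note: plate controls were DMSO wells with enzyme for no effect and DMSO wells lacking enzyme for full effect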
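Test system: recombinant HKDC1 (HK5) hexokinase enzyme, produced in-house; Amount: enzyme 5 µg/mL final; Buffer or medium: Tris pH 8.0 buffer with MgCl2, Tween-20, BSA, BME; Reagent: glucose and ATP substrates; Doses: 20 µM test compound, 1% DMSO; Incubation: 90 min reaction incubation at room temperature, dark; Detection: resorufin fluorescence at 613 nm.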
SENP1 FRET inh: inhibitors of human SENP1 SUMO protease catalytic domain; Q9P0U3; hit rate 0.21% among 360,000; inhibition, % at 10 µM; recombinant SENP1 catalytic domain, CyPet-SUMO1-YPet FRET cleavage; AID 624204;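 active = inhibition at least 30% at 10 µM, raw YFP signal under a set limit, fluorescence ratio 0.5 to 1.5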;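 note: 0% = enzyme with DMSO and 100% = no enzyme wells; some results filed as inactive read as strong as hits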
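Assay system – human recombinant His6-tagged SENP1 catalytic domain enzyme · Input – SENP1 enzyme, 20 pM final · Buffer or medium – Tris pH 8 buffer plus EDTA, NaCl, BME, BSA, NP40, catalase · Schedule – 50 min reaction at room temperature · Technique – FRET read of cyan and yellow fluorescence · Control set – no-enzyme wells low, DMSO-plus-enzyme wells high control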
SENP7 block: inhibitors of human SENP7 protease | AID 434973 | Q9BQF6 | hit rate 1.5% among 330,000 | recombinant SENP7, Z-RLRGG-aminoluciferin luminescence, 40 min | inhibition, % at 5 µM;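 active = inhibition above about 50% at the single test dose, limit read from the data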;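 note: plate controls were DMSO with enzyme for no effect and no enzyme buffer wells for full effect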
Target sequence (Q9BQF6 706-1050 limits assumed): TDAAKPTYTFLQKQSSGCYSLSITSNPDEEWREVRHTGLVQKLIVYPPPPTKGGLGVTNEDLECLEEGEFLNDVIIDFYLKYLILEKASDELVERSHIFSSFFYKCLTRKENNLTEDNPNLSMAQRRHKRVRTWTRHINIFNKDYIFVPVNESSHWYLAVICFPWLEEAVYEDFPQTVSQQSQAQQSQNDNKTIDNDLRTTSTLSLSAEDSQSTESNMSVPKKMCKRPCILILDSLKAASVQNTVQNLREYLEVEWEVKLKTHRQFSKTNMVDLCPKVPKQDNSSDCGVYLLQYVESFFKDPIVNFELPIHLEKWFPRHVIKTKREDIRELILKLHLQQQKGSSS
SENP8 block-1: inhibitors of human SENP8 protease; Q96LD8; recombinant SENP8, Nedd8 substrate fluorescence; inhibition, % at 20 µM; hit rate 0.64% among 360,000; AID 602440; in the data active = inhibition mostly above about 40%, no sharp cut-off; inactive = mostly below about 27%
Target sequence (Q96LD8 whole entry, looked up): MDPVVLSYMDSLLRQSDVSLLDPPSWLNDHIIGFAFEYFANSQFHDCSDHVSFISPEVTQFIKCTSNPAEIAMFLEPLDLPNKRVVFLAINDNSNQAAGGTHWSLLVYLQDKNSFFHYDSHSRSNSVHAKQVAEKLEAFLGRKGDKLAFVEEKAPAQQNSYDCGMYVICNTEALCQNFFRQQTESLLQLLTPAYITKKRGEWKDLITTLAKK
SENP8 block-2: inhibitors of human SENP8 protease | inhibition, % at 10 µM | hit rate 1.2% among 330,000 | AID 2540 | Q96LD8 | purified SENP8, Z-RLRGG-aminoluciferin cleavage, luminescence; in the data active = inhibition above about 50%
NLRP3 yeast inh: blocks the NALP3 inflammasome reconstituted in yeast; Yeast reconstituted NLRP3/ASC/caspase-1, beta-gal luminescence, 24 h; inhibition, % at 10 µM; hit rate 0.39% among 330,000; AID 2825;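 active = inhibition of 50% or more; inactive = inhibition below 50%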;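 note: plate controls were induced DMSO wells for no effect and uninduced yeast grown without galactose for full effect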
SENP6 inh: blocks the human protease SENP6; Q9GZR1; inhibition, % at 10 µM; Recombinant SENP6 catalytic domain, aminoluciferin luminescence; hit rate 1.8% among 330,000; AID 2599;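 active = inhibition above about 50% at the single tested dose, limit read from the data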;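 note: plate controls were DMSO wells with enzyme for no effect and DMSO wells lacking enzyme for full effect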
Target sequence (Q9GZR1 628-1112 limits assumed): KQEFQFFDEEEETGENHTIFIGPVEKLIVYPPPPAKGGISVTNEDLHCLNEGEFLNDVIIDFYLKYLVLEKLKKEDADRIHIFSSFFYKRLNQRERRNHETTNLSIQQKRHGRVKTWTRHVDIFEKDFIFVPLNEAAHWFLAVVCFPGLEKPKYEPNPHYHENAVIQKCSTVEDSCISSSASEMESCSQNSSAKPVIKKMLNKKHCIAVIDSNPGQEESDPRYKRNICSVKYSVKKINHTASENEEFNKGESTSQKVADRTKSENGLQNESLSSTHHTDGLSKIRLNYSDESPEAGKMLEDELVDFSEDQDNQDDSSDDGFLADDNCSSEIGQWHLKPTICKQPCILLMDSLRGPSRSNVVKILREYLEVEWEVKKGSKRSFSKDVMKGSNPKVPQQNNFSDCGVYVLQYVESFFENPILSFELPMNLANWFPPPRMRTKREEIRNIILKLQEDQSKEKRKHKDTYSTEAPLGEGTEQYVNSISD
* = called active by the depositor.

Results for O=C(NNC(=O)c1ccccc1F)c1ccc2[nH]c(=O)c(=O)[nH]c2c1 ?
Apaf-1 inh: -11; PfG6PD inh: 1; HKDC1 inh: -3; SENP1 FRET inh: 0; SENP7 block: 2; SENP8 block-1: -129; SENP8 block-2: 6; NLRP3 yeast inh: 15; SENP6 inh: 5

What do the screens show for `Cc1ccc2nc(N(CCCN(C)C)C(=O)c3cc(-c4cccs4)nc4ccccc34)sc2c1`?
Apaf-1 inh: 34; PfG6PD inh: 21; HKDC1 inh: 9; SENP1 FRET inh: -1; SENP7 block: -5; SENP8 block-1: -293; SENP8 block-2: -8; NLRP3 yeast inh: 31; SENP6 inh: -5

What do the screens show for `O=C(Nc1ccccc1)c1cccc(N2C(=O)C3C4C=CC(C5CC45)C3C2=O)c1` (stereo not given)?
Apaf-1 inh: 3; PfG6PD inh: -10; HKDC1 inh: 2; SENP1 FRET inh: 1; SENP7 block: 4; SENP8 block-1: 9; SENP8 block-2: -4; NLRP3 yeast inh: 8; SENP6 inh: -6

Results for C[C@@H]1CN([C@H](C)CO)C(=O)Cc2cc(NC(=O)CCC(F)(F)F)ccc2O[C@@H]1CN(C)C(=O)Nc1ccccc1 ?
Apaf-1 inh: -1; PfG6PD inh: 7; HKDC1 inh: 0; SENP1 FRET inh: 2; SENP7 block: -8; SENP8 block-1: 1; SENP8 block-2: -4; NLRP3 yeast inh: 10; SENP6 inh: -5

Results for Cc1cccc(CCNC(=O)c2cccc3c2C(=O)N(C2CCCCC2)C3)c1 ?
Apaf-1 inh: 23; PfG6PD inh: 21; HKDC1 inh: -2; SENP1 FRET inh: 2; SENP7 block: -6; SENP8 block-1: 11; SENP8 block-2: 8; NLRP3 yeast inh: 14; SENP6 inh: 2

Results for Cc1cnc(CN(C)Cc2c(C(=O)N3CCc4ccccc4C3)nc3ccc(Cl)cn23)[nH]1 ?
Apaf-1 inh: 8; PfG6PD inh: 12; HKDC1 inh: -9; SENP1 FRET inh: 0; SENP7 block: -4; SENP8 block-1: -13; SENP8 block-2: -6; NLRP3 yeast inh: 2; SENP6 inh: -6

How did COc1ccc(-c2csc(NC(=O)CN3C(=O)NC4(CCCC4)C3=O)n2)cc1OC do in these assays?
Apaf-1 inh: 6; PfG6PD inh: -5; HKDC1 inh: 0; SENP1 FRET inh: 3; SENP7 block: -5; SENP8 block-1: 17; SENP8 block-2: -6; NLRP3 yeast inh: -9; SENP6 inh: -10

What do the screens show for `Cc1ccccc1C(=O)NNC(=S)NC(=O)c1ccc(Cl)cc1Cl`?
Apaf-1 inh: -29; PfG6PD inh: 5; HKDC1 inh: -4; SENP1 FRET inh: 1; SENP7 block: -1; SENP8 block-1: 19; SENP8 block-2: 7; NLRP3 yeast inh: 37; SENP6 inh: 18

Results for CN(C(=O)CSc1nnc(-c2ccco2)n1N)C1CCCCC1 ?
Apaf-1 inh: -12; PfG6PD inh: 13; HKDC1 inh: -6; SENP1 FRET inh: -1; SENP7 block: -2; SENP8 block-1: 4; SENP8 block-2: 9; NLRP3 yeast inh: 1; SENP6 inh: -7

What do the screens show for `O=C(O)c1cnc(-c2ccccc2)nc1Oc1ccc(Cl)cc1`?
Apaf-1 inh: 5; PfG6PD inh: -21; HKDC1 inh: 0; SENP1 FRET inh: 1; SENP7 block: 2; SENP8 block-1: 3; SENP8 block-2: -9; NLRP3 yeast inh: -16; SENP6 inh: -2

How did O=C(N/N=C\c1cccc(Cl)c1)c1n[nH]c2c1CCCC2 do in these assays?
Apaf-1 inh: 6; PfG6PD inh: 34; HKDC1 inh: -2; SENP1 FRET inh: 17; SENP7 block: 4; SENP8 block-1: 13; SENP8 block-2: -5; NLRP3 yeast inh: 0; SENP6 inh: 24

Results for COc1cc(C)ccc1OCc1cc(C(=O)N2CCCCCCC2)no1 ?
Apaf-1 inh: -1; PfG6PD inh: -10; HKDC1 inh: 5; SENP1 FRET inh: -1; SENP7 block: 9; SENP8 block-1: -2; SENP8 block-2: -8; NLRP3 yeast inh: 20; SENP6 inh: -6

Reprinted at random: 2 records from the list
Results for Cc1cccc(CCNC(=O)c2cccc3c2C(=O)N(C2CCCCC2)C3)c1 ?
Apaf-1 inh: 23; PfG6PD inh: 21; HKDC1 inh: -2; SENP1 FRET inh: 2; SENP7 block: -6; SENP8 block-1: 11; SENP8 block-2: 8; NLRP3 yeast inh: 14; SENP6 inh: 2

Results for COc1cc(C)ccc1OCc1cc(C(=O)N2CCCCCCC2)no1 ?
Apaf-1 inh: -1; PfG6PD inh: -10; HKDC1 inh: 5; SENP1 FRET inh: -1; SENP7 block: 9; SENP8 block-1: -2; SENP8 block-2: -8; NLRP3 yeast inh: 20; SENP6 inh: -6

(next part)
Results for CCCN1CCN(CCCNC(=O)c2cc3c(s2)-c2ccccc2OC3)CC1 ?
Apaf-1 inh: 5; PfG6PD inh: 5; HKDC1 inh: 2; SENP1 FRET inh: -5; SENP7 block: 13; SENP8 block-1: -327; SENP8 block-2: -3; NLRP3 yeast inh: 0; SENP6 inh: -24

What do the screens show for `O=C(COC(=O)c1ccc(N2CCOCC2)c([N+](=O)[O-])c1)Nc1ccc2c(c1)OCO2`?
Apaf-1 inh: 8; PfG6PD inh: 1; HKDC1 inh: -4; SENP1 FRET inh: 1; SENP7 block: 0; SENP8 block-1: 28; SENP8 block-2: -4; NLRP3 yeast inh: 11; SENP6 inh: 3

Results for CCC1(C)Cc2ccccc2C(=S)N1 (stereo not given) ?
Apaf-1 inh: 3; PfG6PD inh: -26; HKDC1 inh: -2; SENP1 FRET inh: 0; SENP7 block: 9; SENP8 block-1: 9; SENP8 block-2: 6; NLRP3 yeast inh: 18; SENP6 inh: -2

Results for Cc1occc1-c1nnc(SCC(=O)NC2CCCCC2C)o1 (stereo not given) ?
Apaf-1 inh: 7; PfG6PD inh: 3; HKDC1 inh: 1; SENP1 FRET inh: 1; SENP7 block: -2; SENP8 block-1: 3; SENP8 block-2: -7; NLRP3 yeast inh: 36; SENP6 inh: -14

What do the screens show for `CCCc1cc(=O)oc2cc(OCc3cc(OC)c(OC)c(OC)c3)c(Cl)cc12`?
Apaf-1 inh: 17; PfG6PD inh: 6; HKDC1 inh: 3; SENP1 FRET inh: -1; SENP7 block: 4; SENP8 block-1: -76; SENP8 block-2: 1; NLRP3 yeast inh: 14; SENP6 inh: -12

How did COc1ccc(C2C(C#N)=C(/N=C/N3CCOCC3)OC3=C2C(=O)CC(C)(C)C3)cc1OC (stereo not given) do in these assays?
Apaf-1 inh: -12; PfG6PD inh: -2; HKDC1 inh: -8; SENP1 FRET inh: 1; SENP7 block: 3; SENP8 block-1: 9; SENP8 block-2: -5; NLRP3 yeast inh: 2; SENP6 inh: 14

How did O=C(COC(=O)c1cccc(S(=O)(=O)N2CCCCC2)c1)NC1CCCCC1 do in these assays?
Apaf-1 inh: 11; PfG6PD inh: 1; HKDC1 inh: 1; SENP1 FRET inh: 0; SENP7 block: 4; SENP8 block-1: 5; SENP8 block-2: -2; NLRP3 yeast inh: 14; SENP6 inh: -6

What do the screens show for `O=C(CCNC(=O)c1ccccc1Cl)N/N=C\c1ccc(O)cc1`?
Apaf-1 inh: -8; PfG6PD inh: 43; HKDC1 inh: -6; SENP1 FRET inh: 1; SENP7 block: -12; SENP8 block-1: 16; SENP8 block-2: -2; NLRP3 yeast inh: 6; SENP6 inh: -9

What do the screens show for `CCOC(=O)c1ccc(NC(=O)Cn2cccc2)cc1`?
Apaf-1 inh: 9; PfG6PD inh: -11; HKDC1 inh: 4; SENP1 FRET inh: -2; SENP7 block: 0; SENP8 block-1: 18; SENP8 block-2: -1; NLRP3 yeast inh: 30; SENP6 inh: 2

Results for CCCNS(=O)(=O)c1ccc(OCC(=O)Nc2ccc3c(c2)OCO3)cc1 ?
Apaf-1 inh: 4; PfG6PD inh: 2; HKDC1 inh: -11; SENP1 FRET inh: 1; SENP7 block: -9; SENP8 block-1: 7; SENP8 block-2: -11; NLRP3 yeast inh: -5; SENP6 inh: -9

What do the screens show for `COc1cccc(OCCOCCNCCO)c1`?
Apaf-1 inh: -2; SENP7 block: 2; SENP8 block-2: -2; NLRP3 yeast inh: 5; SENP6 inh: 3

What do the screens show for `O=C(NC1CCCCC1)N1CCC(c2nc3ccc(Cl)cc3[nH]2)CC1`?
Apaf-1 inh: 0; PfG6PD inh: -13; HKDC1 inh: -5; SENP1 FRET inh: 1; SENP7 block: -7; SENP8 block-1: 6; SENP8 block-2: -5; NLRP3 yeast inh: -6; SENP6 inh: -16

How did COc1ccc(NC(=O)c2cc(-c3cccs3)on2)cc1 do in these assays?
Apaf-1 inh: 6; PfG6PD inh: 3; HKDC1 inh: -5; SENP1 FRET inh: 1; SENP7 block: -4; SENP8 block-1: 2; SENP8 block-2: -1; NLRP3 yeast inh: 27; SENP6 inh: -12

How did CC1=C(C(=O)OC(C)(C)C)C(c2cccc3ccccc23)NC(=O)N1 (stereo not given) do in these assays?
Apaf-1 inh: 24; PfG6PD inh: 2; HKDC1 inh: 6; SENP1 FRET inh: 1; SENP7 block: -8; SENP8 block-1: 16; SENP8 block-2: -14; NLRP3 yeast inh: -1; SENP6 inh: -10

How did COc1ccc2nc(NC(=O)c3ccccc3F)sc2c1 do in these assays?
Apaf-1 inh: 6; PfG6PD inh: -10; HKDC1 inh: -5; SENP1 FRET inh: 0; SENP7 block: 93*; SENP8 block-1: -96; SENP8 block-2: 83*; NLRP3 yeast inh: 37; SENP6 inh: 87*

What do the screens show for `CN(C)/C=C(\C(=O)c1ccccc1)c1nnnn1-c1ccccc1`?
Apaf-1 inh: -23; PfG6PD inh: 1; HKDC1 inh: -7; SENP1 FRET inh: 2; SENP7 block: -3; SENP8 block-1: -12; SENP8 block-2: 5; NLRP3 yeast inh: 15; SENP6 inh: -4

Results for CCCn1c(SCC(=O)Nc2ccccc2Oc2ccccc2)n[nH]c1=O ?
Apaf-1 inh: 9; PfG6PD inh: 11; HKDC1 inh: -6; SENP1 FRET inh: -6; SENP7 block: 5; SENP8 block-1: 11; SENP8 block-2: -8; NLRP3 yeast inh: 16; SENP6 inh: -15

Results for CN1C(=O)/C(=C/c2ccc3c(c2)OCO3)N=C1c1ccccc1 ?
Apaf-1 inh: 7; PfG6PD inh: 5; HKDC1 inh: 9; SENP1 FRET inh: -22; SENP7 block: -4; SENP8 block-1: -158; SENP8 block-2: -12; NLRP3 yeast inh: 5; SENP6 inh: 6

Results for OCC(CO)(CO)NCC(O)CN1c2ccccc2Sc2ccccc21 (stereo not given) ?
Apaf-1 inh: -3; PfG6PD inh: 0; HKDC1 inh: -1; SENP1 FRET inh: 2; SENP7 block: -11; SENP8 block-1: -4; SENP8 block-2: -5; NLRP3 yeast inh: 10; SENP6 inh: 13

How did CC(C)n1c(-c2ccccc2F)n[nH]c1=S do in these assays?
Apaf-1 inh: -5; PfG6PD inh: 24; HKDC1 inh: -5; SENP1 FRET inh: 1; SENP7 block: 6; SENP8 block-1: -1; SENP8 block-2: 8; NLRP3 yeast inh: -3; SENP6 inh: 16

Screening results: PubChem BioAssay, Sanford-Burnham Center for Chemical Genomics
